Source: PubChem BioAssay (Broad Institute)
NSD2 inh: NSD2 histone methyltransferase inhibitors, primary screen, biochemical, AlphaScreen, single concentration, set 2. Histone-lysine N-methyltransferase NSD2 (Homo sapiens), O96028. NSD2 peptide methylation, 120 min. inhibition, % at 12.5 µM. 0.54% of 310,000 active; in the data active = inhibition above about 50%
Target sequence (O96028 whole entry, looked up): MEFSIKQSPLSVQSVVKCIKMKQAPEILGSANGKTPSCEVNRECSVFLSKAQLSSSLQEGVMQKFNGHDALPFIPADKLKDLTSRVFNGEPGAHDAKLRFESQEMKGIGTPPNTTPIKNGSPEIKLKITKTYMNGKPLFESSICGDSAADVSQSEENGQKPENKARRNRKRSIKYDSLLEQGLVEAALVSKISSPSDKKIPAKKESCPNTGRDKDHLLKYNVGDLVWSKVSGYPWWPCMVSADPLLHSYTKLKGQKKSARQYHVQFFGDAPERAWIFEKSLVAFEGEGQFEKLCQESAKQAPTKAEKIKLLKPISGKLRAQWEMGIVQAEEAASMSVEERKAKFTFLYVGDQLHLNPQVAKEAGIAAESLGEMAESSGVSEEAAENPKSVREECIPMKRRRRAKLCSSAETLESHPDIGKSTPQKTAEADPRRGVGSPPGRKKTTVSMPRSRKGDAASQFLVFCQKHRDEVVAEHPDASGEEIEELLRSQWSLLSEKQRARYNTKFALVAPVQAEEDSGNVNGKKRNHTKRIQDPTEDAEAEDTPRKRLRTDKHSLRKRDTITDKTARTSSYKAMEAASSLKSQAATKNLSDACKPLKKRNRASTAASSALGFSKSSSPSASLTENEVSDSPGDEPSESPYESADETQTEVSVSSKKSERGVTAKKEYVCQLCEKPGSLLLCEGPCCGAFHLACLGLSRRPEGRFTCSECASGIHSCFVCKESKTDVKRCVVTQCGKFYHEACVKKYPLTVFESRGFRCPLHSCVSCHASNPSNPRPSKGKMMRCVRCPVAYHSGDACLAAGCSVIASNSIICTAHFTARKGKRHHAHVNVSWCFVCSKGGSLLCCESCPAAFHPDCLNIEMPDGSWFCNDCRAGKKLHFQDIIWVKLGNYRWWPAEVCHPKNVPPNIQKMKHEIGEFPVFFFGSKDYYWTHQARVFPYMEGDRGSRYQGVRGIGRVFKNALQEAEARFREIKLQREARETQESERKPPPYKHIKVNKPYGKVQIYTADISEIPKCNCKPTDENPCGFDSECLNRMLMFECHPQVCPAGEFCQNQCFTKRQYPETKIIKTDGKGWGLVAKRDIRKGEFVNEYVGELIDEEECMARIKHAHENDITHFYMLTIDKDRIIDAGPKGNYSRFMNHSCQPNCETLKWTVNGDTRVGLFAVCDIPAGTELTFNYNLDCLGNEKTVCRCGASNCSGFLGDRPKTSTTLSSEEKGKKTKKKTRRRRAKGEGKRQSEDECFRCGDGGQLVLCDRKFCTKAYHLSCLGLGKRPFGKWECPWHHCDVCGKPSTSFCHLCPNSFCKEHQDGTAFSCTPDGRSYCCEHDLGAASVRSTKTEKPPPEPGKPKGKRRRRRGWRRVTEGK
* marks the source's active call; other numbers are inactive results. The list is partial (hit frequency here may not be typical).

SMILES	NSD2 inh
Cc1ccccc1NC(=O)Nc1nc(C(N)c2ccccc2)cs1 (stereo unspecified)	2
Cc1cc(NS(=O)(=O)c2ccc(NC(=O)CSc3nnc(-c4cccnc4)n3-c3ccccc3)cc2)nc(C)n1	0
COC(=O)C1=C(C)N(Cc2ccccc2C(F)(F)F)C(=NCC2CC2)NC1c1ccc(F)cc1 (stereo unspecified)	0
COc1ccc(CCNC(=O)CSc2nc3c([nH]2)c(=O)n(C)c(=O)n3C)cc1	-8
Cn1c(SCC(=O)NNC(=O)Nc2ccc(Cl)cc2)nnc1-c1ccccc1	-1
CCCN(CC1CC1)C(=O)CSc1nnc(-c2ccncc2)n1-c1ccc(OC)cc1	3
CSc1cccc(CNC(=O)C2CCC(=O)N(CCc3ccccc3)C2)c1 (stereo unspecified)	-1
COCCCNC(=O)Cn1nnc(-c2ccc(NC(=O)c3cccnc3)cc2)n1	0
NC(c1csc(Nc2nncc3ccccc23)n1)c1ccccc1Cl (stereo unspecified)	-6
COCCN(C(=O)COC(=O)Cc1ccc(Cl)cc1)c1c(N)n(Cc2ccccc2)c(=O)[nH]c1=O	-2
COc1ccccc1NC(=O)COC(=O)c1ccc2c(=O)n3c(nc2c1)CCC3	8
CCCS(=O)(=O)NC(=O)C1(C)CCN(C(=O)c2cccc(OC(F)(F)F)c2)C1 (stereo unspecified)	-3
CCn1c(SCC(=O)Nc2ccccc2-c2ccccc2)nnc1-c1ccc(C)cc1	-5
O=C(Nc1ccc2c(c1)OCO2)c1ccc2sc([C@H]3C[C@H](O)[C@@H](CO)O3)nc2c1	0
CCc1nc2c(OCC3CCCCC3)cccn2c1N(C)C(=O)c1ccccc1F	5
Cc1ccc(N2CC(O)CSC2=Nc2ccccc2)cc1 (stereo unspecified)	-3
COc1cccc(N(C(=O)C2COc3ccccc3O2)C(C(=O)NC2CCCCC2)c2ccc(O)cc2)c1 (stereo unspecified)	-2
CC1CCCC(C)N1CCCNC(=O)C1CCCN(S(=O)(=O)N2CCCCC2)C1 (stereo unspecified)	1
CC(=O)OCC(=O)NCC1CCN(C(=O)C(=O)c2cc3ccccc3o2)CC1	-2
Cc1cc(=O)c2ccc(NC(=O)c3ccccc3)cc2[nH]1	-1

Six compounds out of the list above, sorted by the value under NSD2 inh, ascending:
SMILES	NSD2 inh
CCn1c(SCC(=O)Nc2ccccc2-c2ccccc2)nnc1-c1ccc(C)cc1	-5
CCCS(=O)(=O)NC(=O)C1(C)CCN(C(=O)c2cccc(OC(F)(F)F)c2)C1 (stereo unspecified)	-3
COc1cccc(N(C(=O)C2COc3ccccc3O2)C(C(=O)NC2CCCCC2)c2ccc(O)cc2)c1 (stereo unspecified)	-2
CC1CCCC(C)N1CCCNC(=O)C1CCCN(S(=O)(=O)N2CCCCC2)C1 (stereo unspecified)	1
CCc1nc2c(OCC3CCCCC3)cccn2c1N(C)C(=O)c1ccccc1F	5
COc1ccccc1NC(=O)COC(=O)c1ccc2c(=O)n3c(nc2c1)CCC3	8

Carrying on.
SMILES	NSD2 inh
Clc1cc(Cl)cc(CNC2CCC23CCCCC3)c1 (stereo unspecified)	-4
COc1ccc(OC)c(NC(=O)Nc2nc(C(N)c3ccccc3Cl)cs2)c1 (stereo unspecified)	6
O=C(NCCCn1cccn1)c1cc(COc2ccccc2)on1	3
Cc1ccc(C(O)c2ncc(-c3ccc(C(F)(F)F)cc3)[nH]2)cc1F (stereo unspecified)	0
Cc1ccccc1-c1nc2ccccc2c(=O)o1	-9
N#CC(=C1C=C(Br)C(=NO)C=C1Cl)c1cccc2ccccc12	4
Cc1ccc(CN2CCN(/N=C/C(Br)=C\c3ccccc3)CC2)cc1	2
O=C1NN=C2CCCCCC12 (stereo unspecified)	-1
CC(C)c1ccccc1NC(=O)COc1ccc2c(=O)c(Oc3ccc4ccccc4c3)coc2c1	-3
S=C1SCN(Cc2cccs2)CN1Cc1cccs1	-2
O=C(NNC(=S)Nc1ccc(F)cc1)[C@H]1C[C@@H]1c1ccccc1	-1
CSc1ccc(CN2C(=O)C(F)(F)Oc3c(C(C)=O)cccc32)cc1	-10
CCOc1ccc(Oc2ccccc2NC(=O)CCc2nc3ccccc3c(=O)[nH]2)cc1	1
Cc1sc(NC(=O)CN2CCOCC2)c(C#N)c1C	1
COc1ccc(NC(=O)c2ccc(-c3c(C)noc3C)c3ccoc23)cc1	-3
O=C(Nc1cccc(C(F)(F)F)c1)C1Cc2c(-c3ccccc3)ccnc2O1 (stereo unspecified)	-1
COC(=O)c1cc2c(c3c4cc(OC)ccc4n(S(=O)(=O)c4ccccc4)c13)C(=O)N(Cc1ccc(C(F)(F)F)cc1)C2	0
CN(C)CCCOc1ccc(-c2ccc3nncn3c2)cn1	26
O=C(NCCc1cccs1)Nc1nnc([C@H]2C[C@H](O)[C@@H](CO)O2)s1	0
O=C(NNC(=O)C1CCC1)c1ccc(F)cc1	3
CCC(CC)C(=O)N(C)c1c(C)nc2c(OCCOc3ccccc3)cccn12	-3
O=c1c2ccccc2nc(/C=C/c2ccc(Br)cc2)n1CCO	-2
C[C@H](O)[C@@H]1C(=O)N2CCc3c([nH]c4cccc(-c5ccccc5)c34)[C@@H]2C[C@@H]1N(C)C(=O)c1ccco1	0
CC(=O)C(=Cc1cccc(C#N)c1)C(=O)c1ccccc1	7
Cc1cc(C(=O)CCl)c(C)n1-c1cccc(S(=O)(=O)N2CCOCC2)c1	5
Cc1ccc(-c2cnc3cccnn23)cc1F	-22
COc1cccc(CNC(=O)CN2CCCc3ccccc32)c1	0
CC(=O)c1cc2c(cc1NC(=O)CSc1nc3ccccc3[nH]1)OCO2	1
COc1ccc(N2CCN(CCNS(=O)(=O)c3ccc([N+](=O)[O-])cc3)CC2)cc1	5
NC(=O)C1CCN(C(=O)c2ccc3ncsc3c2)CC1	-2
CCOC(=O)C1=C(c2ccc(O)cc2)NC(=O)NC1C (stereo unspecified)	-2
CC(=O)Nc1cc(-c2cccc(C(=O)NCCO)c2)cn2c(-c3ccc(F)c(Cl)c3)cnc12	-2
CCn1nc(C)c(/C=N/NC(=O)CSc2ccccn2)c1C	-1
COC(=O)c1cccc(CC2(C)C(=O)Nc3ccc(OC(F)(F)F)cc32)c1 (stereo unspecified)	-1
CCc1ccc(C(O)c2ncc(-c3cccc(F)c3)[nH]2)cc1 (stereo unspecified)	1
CCN1C(=O)C(=CC=CN(C)c2ccccc2)SC1=S	-1
O=C(COc1ccc(S(=O)(=O)N2CCOCC2)cc1Cl)NCc1ccc2c(c1)OCO2	-1
CCCNC(=O)C1(C)CCN(C(=O)c2ccccc2F)C1 (stereo unspecified)	0
CC1(C(=O)Nc2ccc3c(c2)OCO3)CCN1Cc1cccc2c1OCO2 (stereo unspecified)	5
CCCS(=O)(=O)NC(=O)C1(C)CCCN(C(=O)c2cccc(C)c2C)C1 (stereo unspecified)	9
COc1ccc(S(=O)(=O)N2CCC(C(=O)N[C@@H](C)C(=O)NCc3cccnc3)CC2)cc1	-7
COc1cccc(CNC(=O)Cn2c(-c3ccccc3)cc(C(C)=O)c2C)c1OC	7
Cc1ccc(C)c(CC(=O)N2CCCCC2c2cc(C(=O)Nc3ccc(F)c(Cl)c3)no2)c1 (stereo unspecified)	0
CCCN(CC(=O)Nc1ccccc1C)C(=O)C1CCN(S(=O)(=O)c2ccc(C)c(C)c2)CC1	2
COc1ccc(-c2cccc(N3CCN(c4ccccn4)CC3)n2)cc1OC	-16
O=C(COC(=O)/C=C/c1ccc2ccccc2n1)NNC(=O)c1ccccc1	-2
COc1cc(OC)nc(Nc2nc(C(N)Cc3ccc(F)cc3)cs2)n1 (stereo unspecified)	12
COc1ccc(Cl)cc1NC(=O)CN(C)C(=O)c1cn(-c2ccccc2)nc1-c1cccs1	-3
COc1ccc(-c2csc(C(O)c3cccc(Cl)c3)n2)cn1 (stereo unspecified)	-1
O=C(Nc1nnc([C@@H]2C[C@H](O)[C@@H](CO)O2)s1)c1cccs1	-2

Carrying on.
SMILES	NSD2 inh
Cc1ccccc1-c1cnc(C(O)c2ccc(F)cc2)[nH]1 (stereo unspecified)	2
CN(Cc1ccc(Cl)cc1Cl)C(=O)Cc1ccc(S(=O)(=O)N2CCOCC2)s1	-1
CC(O)(c1ccc(F)c(F)c1)c1nc(-c2cc3ccccc3o2)cs1 (stereo unspecified)	-9
COc1cccc(CNc2nc3cc(-c4ccc(C)cc4)sc3c(=O)n2C)c1OC	3
CN1CCN(c2ccc(CNC(=O)c3cccc4c(-c5ccc(F)c(F)c5)coc34)cc2)CC1	11
CC(C)(C)c1ccc(S(=O)(=O)N2CCCC(C(=O)NCc3cccs3)C2)cc1 (stereo unspecified)	-2
COc1cc(NC(=O)Nc2nnc([C@H]3C[C@H](O)[C@@H](CO)O3)s2)cc(OC)c1OC	-4
CC1(C(=O)NS(=O)(=O)c2cccs2)CCN1C(=O)C1(c2ccccc2)CCCC1 (stereo unspecified)	-1
CCCc1c(O)nc(SC2CC(=O)N(c3ccc(C)c(Cl)c3)C2=O)[nH]c1=O (stereo unspecified)	30
COC(=O)[C@]12C[C@H](CC(=O)N3CCCCC3)C(=O)N(Cc3ccc4c(c3)OCO4)C1=C[C@H](COCc1ccccc1)O[C@@H]2C	2

Three consecutive entries from above, quoted:
SMILES	NSD2 inh
CN1CCN(c2ccc(CNC(=O)c3cccc4c(-c5ccc(F)c(F)c5)coc34)cc2)CC1	11
CC(C)(C)c1ccc(S(=O)(=O)N2CCCC(C(=O)NCc3cccs3)C2)cc1 (stereo unspecified)	-2
COc1cc(NC(=O)Nc2nnc([C@H]3C[C@H](O)[C@@H](CO)O3)s2)cc(OC)c1OC	-4

Returning to the listing; the 6 compounds before the break are reprinted first.
SMILES	NSD2 inh
CN1CCN(c2ccc(CNC(=O)c3cccc4c(-c5ccc(F)c(F)c5)coc34)cc2)CC1	11
CC(C)(C)c1ccc(S(=O)(=O)N2CCCC(C(=O)NCc3cccs3)C2)cc1 (stereo unspecified)	-2
COc1cc(NC(=O)Nc2nnc([C@H]3C[C@H](O)[C@@H](CO)O3)s2)cc(OC)c1OC	-4
CC1(C(=O)NS(=O)(=O)c2cccs2)CCN1C(=O)C1(c2ccccc2)CCCC1 (stereo unspecified)	-1
CCCc1c(O)nc(SC2CC(=O)N(c3ccc(C)c(Cl)c3)C2=O)[nH]c1=O (stereo unspecified)	30
COC(=O)[C@]12C[C@H](CC(=O)N3CCCCC3)C(=O)N(Cc3ccc4c(c3)OCO4)C1=C[C@H](COCc1ccccc1)O[C@@H]2C	2
OCCCNc1nc(-c2ccccc2)c2cc(Cl)ccc2n1	-10
Cc1ccc(NC(=O)CSCC(=O)N(C)CC(=O)Nc2c(C)cccc2C)cc1	5
Cc1ccc(-n2c(SCC(=O)Nc3cccc4ccccc34)nnc2-c2cnccn2)cc1	-1
CCOc1ccccc1C(=O)NC(C(=O)OCC(=O)NNC(=O)c1cccs1)C(C)C (stereo unspecified)	10
Cc1cc(C(=O)N2CCC2(C)C(=O)NS(=O)(=O)c2ccc(F)cc2F)nn1C (stereo unspecified)	-1
Cc1ccc(S(=O)(=O)NCC2CCN(C(=O)C(=O)c3cc4ccccc4o3)CC2)cc1	-1
COc1ccc(-c2ccc(SCC(=O)NC3CCCC3)nn2)cc1	-2
O=C(CSc1nnc(-c2ccccc2)n1-c1ccccc1)Nc1ccc(Oc2ccccc2)cc1	1
COc1ccc(C(C)(O)c2nc(-c3ccc(F)cc3OC)cs2)cc1 (stereo unspecified)	-4
CCOC(=O)C1CCCN(C(=O)c2ccc(F)c(Cl)c2)CC1 (stereo unspecified)	-2
O=C(CN1C(=O)c2ccccc2C1=O)NC1CCS(=O)(=O)C1 (stereo unspecified)	0
COc1ccccc1-c1nnc(-c2ccc(F)cc2)o1	-1
S=C1SC2(CCCCCC2)NC2=C1CCCCC2	8
COCCNC(=O)C1CCCN(Cc2ccc(C(C)C)cc2)CC1 (stereo unspecified)	-3
N/C(=N\N=C\c1cccc([N+](=O)[O-])c1)c1nonc1N	-1
COc1cc(NCCCCC(C)N)c2nccc(C)c2c1 (stereo unspecified)	129*
O=C(NC(c1ccc(-c2ccccc2)cc1)c1cnccn1)C1CCN(Cc2ccc(Cl)c(Cl)c2)CC1 (stereo unspecified)	1
Cc1ccc(CNC(=O)C2(C)CCN2C(=O)Cc2ccc(-c3ccccc3)cc2)cc1 (stereo unspecified)	5
O=C(O)c1c(Cl)c(Cl)c(Cl)c(Cl)c1C(=O)OCC1CCCO1 (stereo unspecified)	-4
CCN(Cc1ccccc1)C(=O)CCCN1C(=O)COc2ccc(C)cc21	-4
COc1cccc(C(C)(O)c2nc(-c3cccc(NC(C)=O)c3)cs2)c1 (stereo unspecified)	2
CCCS(=O)(=O)NC(=O)C1(C)CCN(C(=O)Cc2ccc(OC)c(OC)c2)C1 (stereo unspecified)	-3
CC(=O)Nc1cccc(NC(=O)c2ccc(S(=O)(=O)NCc3ccco3)cc2)c1	0
O=C(C[n+]1ccccc1)Nc1ccccc1	-1
O=C(Nc1nnc([C@H]2C[C@H](O)[C@@H](CO)O2)s1)Nc1cccc(Cl)c1Cl	-1
c1ccc2c(c1)oc1c(-c3ccc4nccn4c3)cccc12	1
Clc1ccc(OCCOc2ccc(Br)nc2Br)c(Cl)c1	-3
COc1ccc(-c2cc3nc(NCCCN(C)C)n(C)c(=O)c3s2)cc1OC	3
O=C(NCCO)c1cccc(-c2cccc3nncn23)c1	0
COc1ccc(C(C)(O)c2nc(-c3ccc(OC)nc3)cs2)cc1 (stereo unspecified)	-2
Cc1cccc(CCNC(=O)Cn2nc(-c3ccccc3)ccc2=O)c1	18
c1ccc2c(-c3cccc4nccn34)cncc2c1	2
Cc1cccc(NC(=O)COC(=O)c2c(-c3ccccc3)noc2C)c1	-3
COC(=O)c1ccc(C(=O)Nc2nnc(-c3cccnc3)o2)cc1	-4
O=C(Cc1nnc(NC(=O)Nc2ccc(F)cc2)s1)NCc1ccccc1	-3
O=C(CSc1nc2ccccc2nc1N1CCCCC1)N1CCN(C(c2ccccc2)c2ccc(Cl)cc2)CC1 (stereo unspecified)	-20
O=C(NCCCN1CCCC1)c1ccc2c(c1)N(Cc1cccc(Cl)c1)C(=O)c1ccccc1S2(=O)=O	11
O=C(COC(=O)c1ccc(S(=O)(=O)N2CCOCC2)cc1)NCc1ccco1	-2
